EBI2 antag = blocks human EBI2 receptor beta-arrestin signaling; EBI2 beta-arrestin recruitment, luminescence, 7a,25-OHC stimulated; actives 0.81% (n = 360,000); inhibition, % at 5 µM; P32249; in the data active means inhibition above about 38%;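 further: enzyme fragment complementation signal reports receptor beta-arrestin coupling in cells; 0% = agonist plus DMSO wells and 100% = wells without agonist; some results beyond the cut were filed as inactive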
Target sequence (P32249 whole entry, looked up, the tested form may be a part): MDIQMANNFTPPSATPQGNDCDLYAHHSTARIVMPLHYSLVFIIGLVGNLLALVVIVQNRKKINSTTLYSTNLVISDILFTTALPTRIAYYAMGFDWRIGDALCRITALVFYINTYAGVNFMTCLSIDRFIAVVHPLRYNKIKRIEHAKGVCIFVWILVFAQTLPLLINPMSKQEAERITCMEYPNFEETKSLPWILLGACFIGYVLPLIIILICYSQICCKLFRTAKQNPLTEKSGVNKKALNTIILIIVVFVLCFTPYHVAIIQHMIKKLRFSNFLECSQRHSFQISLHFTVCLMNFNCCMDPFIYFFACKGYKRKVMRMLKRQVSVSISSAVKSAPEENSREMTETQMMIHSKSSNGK
CXCR6 block = blocks human CXCR6 beta-arrestin recruitment; O00574; CHO-K1 PathHunter CXCR6 beta-arrestin, luminescence; inhibition, % at 20 µM; actives 0.36% (n = 360,000); AID 602244; in the data active means inhibition above about 34%, passing the limit was not always enough;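 further: antagonist mode with CXCL16 agonist at 10 nM final; 0% = 10 nM CXCL16 with DMSO and 100% = unstimulated wells without agonist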
Target sequence (O00574 whole entry, looked up): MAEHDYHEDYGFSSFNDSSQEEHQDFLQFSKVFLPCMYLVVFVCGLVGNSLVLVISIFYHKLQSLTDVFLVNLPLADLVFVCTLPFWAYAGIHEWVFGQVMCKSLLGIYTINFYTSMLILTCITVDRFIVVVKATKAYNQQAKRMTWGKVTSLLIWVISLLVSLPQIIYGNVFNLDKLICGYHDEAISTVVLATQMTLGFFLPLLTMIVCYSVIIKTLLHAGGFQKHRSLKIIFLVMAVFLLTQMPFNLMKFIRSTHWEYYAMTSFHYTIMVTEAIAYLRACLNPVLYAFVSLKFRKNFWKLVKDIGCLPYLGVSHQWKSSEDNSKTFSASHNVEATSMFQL
An asterisk follows results filed as active. Not all compounds are listed. The share of hits here may be higher or lower than overall.

Below each compound: EBI2 antag | CXCR6 block
1	CCCS(=O)(=O)NC(=O)C1(C)CCN(C(=O)c2ccccc2OC)C1 (configuration not stated)
  -6.4 | -3.5
2	CCOC(=O)C(=O)N(C)c1c(CC)nc2c(OCc3ccc(OC)cc3)cccn12
  -6.0 | 8.4
3	COc1cc(CN2C[C@@H](CO)O[C@@H](n3cnc4c(NC5CCCC5)ncnc43)C2)cc(OC)c1OC
  -8.7 | -2.8
4	COc1ccc(C(O)c2ncc(-c3ccccc3C)[nH]2)cc1F (configuration not stated)
  -7.2 | -0.4
5	O=C1c2ccccc2C(c2nnnn2Cc2ccccc2)N1CCc1c[nH]c2ccccc12 (configuration not stated)
  -7.2 | -12.5
6	Cc1ccc(N(CC(=O)NC(C)(C)C)C(=O)CCC(=O)Nc2ccccn2)cc1
  8.7 | -9.6
7	CC1=C(C(=O)N(C(C)C)C(C)C)CC(CC(=O)NCCCN(C)C)C(=O)N1CCCN1CCCC1=O (configuration not stated)
  -8.4 | -0.9
8	Cc1csc(SCC(=O)Nc2ccc(C)c(S(=O)(=O)N(C)C)c2)n1
  -9.6 | -1.7
9	CCOC(=O)[C@]12CCC=C1N(Cc1cccc3ccccc13)C(=O)[C@H](CC(=O)N1CCOCC1)C2
  4.5 | 10.9
10	COC(=O)c1ccc2cc(F)cc(C)c2n1
  1.3 | -6.5
11	COc1ccc(Cc2c(C(C)(C)C)nc3ccc(Br)cn23)c(C)c1
  20.0 | -12.1
12	COc1ccc(-c2ccc(CN3C(C(C)C)C(=O)N(Cc4cn(CCC5OCCCO5)nn4)CCS3(=O)=O)cc2)cn1 (configuration not stated)
  -3.0 | -3.0
13	COc1ccc(Cl)cc1NC(=O)CSc1nc2[nH]ncc2c(=O)[nH]1
  -2.3 | 9.2
14	CC1(C(=O)NCc2ccc3c(c2)OCO3)CCN1Cc1csc2ccccc12 (configuration not stated)
  29.6 | 7.0
15	CCOc1ccc(C(=O)CCC(=O)NN2CCCCC2)cc1
  -0.1 | -5.2
16	COc1ccc(NC(=O)C2(C)Cc3c(-c4cccc(C(F)(F)F)c4)ccnc3O2)cn1 (configuration not stated)
  -4.0 | 3.9
17	C[C@H]1CN([C@@H](C)CO)C(=O)CCCn2nncc2CO[C@@H]1CN(C)C(=O)c1ccccc1
  1.9 | -1.3
18	CC(C)(C)c1cc2nc(NCCc3ccc(S(N)(=O)=O)cc3)ccn2n1
  -7.2 | -14.4
19	C[C@H]1CN([C@@H](C)CO)C(=O)c2cc(/C=C/c3ccccc3)cnc2O[C@H]1CN(C)C(=O)c1cccc(F)c1
  2.5 | 0.7
20	CC(C)C[C@@H]1COc2cccc(N3CCN(Cc4ccccc4F)CC3)c2S(=O)(=O)N1
  5.0 | -9.3
21	COc1ccccc1CNS(=O)(=O)c1c(C)cc(C)cc1C
  1.6 | -2.2
22	CCC/C=C/c1ccc(CN2C(C(C)C)C(=O)N(Cc3cn(Cc4ccco4)nn3)CCS2(=O)=O)cc1 (configuration not stated)
  6.1 | 9.0
23	COc1cc2[nH]c(=O)c(C(=O)NCc3ccc(C)cc3)c(O)c2cc1OC
  -13.5 | 1.1
24	CS(=O)(=O)Nc1cccc(NC(=O)C2Cc3c(-c4ccco4)ccnc3O2)c1 (configuration not stated)
  -66.9 | -13.8
25	CCNC(=O)C1(C)CCN1CCC(=O)c1ccc(Br)cc1 (configuration not stated)
  -2.0 | 4.8
26	CC(=O)Nc1ccccc1NC(=O)c1ccc2c(c1)OCO2
  5.4 | 0.0
27	CCc1ccc([C@H]2[C@@H]3C(=O)C[C@@H]4C(=O)NC(=O)[C@@H]4[C@@H]3CN2S(=O)(=O)c2ccc(C)cc2)cc1
  -11.6 | 0.5
28	O=C(Nc1cccc(Cl)c1)Nc1nnc([C@H]2C[C@H](O)[C@@H](CO)O2)s1
  -3.7 | 4.3
29	Cc1cccc(C)c1NC(=O)c1cc(S(=O)(=O)N2CCC3(CC2)OCCO3)ccc1F
  -6.2 | 6.6
30	CCCCCCN1CCN(C2CN(CCc3ccccc3)S(=O)(=O)C2)CC1 (configuration not stated)
  -0.9 | -1.7
31	COc1ccc(NC(=O)c2cc(-c3cc(F)ccc3OC(C)C)n[nH]2)c(C)c1
  8.3 | -1.8
32	O=C1O[C@@H](c2ccccc2)C[C@@H](O)C(=O)CCCc2ccccc21
  -4.0 | -0.6
33	C[C@H](CO)N1C[C@H](C)[C@@H](CN(C)C)OCc2cnnn2CCCC1=O
  -7.4 | 1.1
34	COc1ccc(C(=O)N2CCCCC2c2cc(C(=O)NCc3ccc(F)cc3)no2)cc1 (configuration not stated)
  3.0 | 2.5
35	Cc1cccc(-c2cnc(C(O)c3ccc(-c4ccccc4)cc3)[nH]2)c1 (configuration not stated)
  -7.8 | -10.4
36	CN(C)S(=O)(=O)N1CCC(Oc2ccc(C(=O)N3CCCCCC3)cc2)CC1
  -10.6 | -7.6
37	COc1ccc(-c2cnc(C(N)=O)c(=O)[nH]2)cc1
  -7.3 | -0.9
38	CC(=O)N1CCOCC1c1cc(C(=O)Nc2ccccc2)no1 (configuration not stated)
  -7.9 | 2.6
39	NC(Cc1ccc(Cl)cc1)c1csc(NC(=O)Nc2ccccc2)n1 (configuration not stated)
  -10.2 | -23.3
40	COCCNC(=O)C1(C)CCCN(CCSc2ccccc2)C1 (configuration not stated)
  1.6 | -4.1
41	CCOC1=C2CN(S(=O)(=O)c3ccc(C)cc3)[C@@H](c3cccc4ccccc34)C[C@H]2[C@H]2C(=O)N(c3ccccc3)C(=O)[C@H]2C1
  -2.2 | 5.4
42	COc1ccc(NS(=O)(=O)c2ccc(C)c(C(=O)NCc3ccccc3CN3CCCC3)c2)cc1
  7.1 | 5.7
43	CCCS(=O)(=O)NC(=O)C1(C)CCN(C(=O)c2ccccc2OC(F)(F)F)C1 (configuration not stated)
  -0.1 | 1.4
44	O=C(COC(=O)CCc1c[nH]c2ccccc12)Nc1cccc(Cl)c1
  8.8 | 1.3
45	Cc1ccc(-c2csc(C(C)(O)c3ccc(F)c(F)c3)n2)cc1C (configuration not stated)
  4.2 | -11.1
46	COc1ccc2nc3n(c(=O)c2c1)-c1ncccc1C(=O)NC3Cc1ccccc1 (configuration not stated)
  -2.1 | 7.0
47	CC(=O)NC(=Cc1ccccc1)C(=O)N1CCCC1C(=O)O (configuration not stated)
  8.4 | 3.3
48	COc1ccc(Cc2c(-c3ccc(F)cc3)nc3ccc(Cl)cn23)c(C)c1
  -0.4 | 2.8
49	Cc1ccccc1S(=O)Cc1ccc(C(=O)N2CCN(C3CCCCC3)CC2)o1 (configuration not stated)
  -3.5 | 0.0
50	CC(C)C[C@@H](CN1CCCC1CN1C(=S)NC[C@@H]1Cc1ccccc1)N1C[C@H](Cc2ccccc2)N(CCc2ccccc2)C1=S (some centres not stated)
  11.8 | -6.2
51	C[C@@H]1CN([C@H](C)CO)C(=O)CCCn2nncc2CO[C@H]1CN(C)C(=O)NC1CCCCC1
  0.8 | -11.0
52	COc1ccccc1-c1cc(NC(C)=O)c2ncc(-c3ccccc3)n2c1
  19.6 | 6.8
53	Cc1cc(F)ccc1-c1cc(C(=O)N2CCN(c3ccncc3)CC2)[nH]n1
  -3.7 | -3.4
54	CC1(c2nnnn2-c2ccc3c(c2)OCCO3)CCC(=O)N1CCCn1ccnc1 (configuration not stated)
  0.9 | -3.6
55	CCOC(=O)CCCCCC(=O)Nc1ccc2c(c1)C(=O)N([C@@H](C)CO)C[C@H](C)[C@H](CN(C)C(=O)NC(C)C)OCCCC[C@H](C)O2
  -0.9 | -0.8
56	Cc1ccc(OCC(=O)Nc2cccc(S(=O)(=O)N3CCCC3)c2)cc1C
  -3.5 | 1.1
57	CCc1ccc([C@@H]2CC(=O)[C@@H]3CN(S(=O)(=O)c4ccc(C)cc4)[C@H](c4ccc(Cl)cc4)C[C@@H]3N2S(=O)(=O)c2ccc(C)cc2)cc1
  -0.8 | -7.1
58	C=CCNc1ncnc2c1ncn2[C@H]1CN(Cc2ccco2)C[C@@H](CO)O1
  -4.1 | -0.4
59	Cc1ccc(-c2nc3cc(C)c(Br)c(C)n3c2CC2CCCCC2)cc1
  8.7 | -4.4
60	CCc1ccc([C@@H]2C[C@H]3[C@@H](CN2S(=O)(=O)c2ccc(C)cc2)C(=O)C[C@@H](c2cccc(Cl)c2)N3S(=O)(=O)c2ccc(C)cc2)cc1
  9.6 | -7.8

As entered above.
Under EBI2 antag, #49 reads -3.5
Under CXCR6 block, #33 reads 1.1

Complete entries, looked up by structure. Order of screens: EBI2 antag, CXCR6 block
Profile of CC(=O)NC(=Cc1ccccc1)C(=O)N1CCCC1C(=O)O (configuration not stated) = 8.4, 3.3
Profile of CC1(c2nnnn2-c2ccc3c(c2)OCCO3)CCC(=O)N1CCCn1ccnc1 (configuration not stated) = 0.9, -3.6
Profile of COCCNC(=O)C1(C)CCCN(CCSc2ccccc2)C1 (configuration not stated) = 1.6, -4.1
Profile of CC(C)C[C@@H](CN1CCCC1CN1C(=S)NC[C@@H]1Cc1ccccc1)N1C[C@H](Cc2ccccc2)N(CCc2ccccc2)C1=S (some centres not stated) = 11.8, -6.2
Profile of O=C(COC(=O)CCc1c[nH]c2ccccc12)Nc1cccc(Cl)c1 = 8.8, 1.3

More results
Below each compound: EBI2 antag | CXCR6 block
61	Cc1ccc(S(=O)(=O)N2CCC(=O)N([C@H](COCc3ccc(Cl)cc3)C(C)C)CC2)cc1
  9.1 | 12.1
62	COc1ccccc1C#CC1=CC(=O)C[C@H](c2ccc(F)cc2)C1
  25.5 | 4.1
63	CCN1C(=O)[C@H]2[C@@H](c3ccc(OC)cc3)N[C@]3(CCCN(Cc4ccc(F)cc4)C3=O)[C@H]2C1=O
  -6.3 | 4.5
64	COc1ccc(CCN2C(=O)c3ccccc3C2c2nnnn2-c2ccc3c(c2)OCCO3)cc1OC (configuration not stated)
  -4.1 | -8.8
65	CC(=O)c1cccc(NC(=O)C2Cc3c(-c4ccc5c(c4)OCO5)ccnc3O2)c1 (configuration not stated)
  -6.5 | -0.2
66	Cc1ccc2nc(C3CCCCC3)c(Cc3cccc(F)c3)n2c1
  0.2 | 9.4
67	Cc1ccc(-c2nc3c(Cl)cc(C(F)(F)F)cn3c2Cc2ccccc2C(F)(F)F)cc1
  -7.9 | -2.6
68	COCCNc1ncnc2c1ncn2[C@H]1CN(Cc2ccc3c(c2)OCO3)C[C@@H](CO)O1
  -9.1 | -2.4
69	Cc1cc(C)c(S(=O)(=O)N2C[C@H]3CON(C)[C@H]3C[C@H]2c2ccc(N3CCCCC3)cc2)c(C)c1
  23.1 | 3.1
70	Cc1cccc(C)c1-n1nnnc1C(c1cc2ccccc2o1)N1CCN(C/C=C/c2ccccc2)CC1 (configuration not stated)
  34.0 | 11.0
71	Cc1cccc(-c2cccc3nccn23)c1
  -6.8 | 3.3
72	COc1ccc(C)cc1NC(=O)NC1CC(=O)N(c2ccc3c(c2)OCCO3)C1 (configuration not stated)
  5.8 | -1.4
73	CC(=O)c1ccc(OC2(C)CCN(Cc3cc4ccccc4[nH]3)C2)cc1 (configuration not stated)
  0.4 | 0.5
74	Cc1ccc([C@H]2C[C@H](n3cc(-c4ccc(F)cc4)nn3)[C@@H](O)CN2CC2CCCCC2)cc1
  15.8 | 0.2
75	Cc1cc(C)cc(C(=O)NCC(=O)OCC(=O)N2CCCC2)c1
  0.4 | -2.1
76	C[C@H](CO)N1C[C@H](C)[C@@H](CN(C)C(=O)c2cc(-c3ccccc3)on2)OCc2cn(nn2)CCCC1=O
  -0.2 | -1.3
77	COc1c(C)cc(C(O)c2ncc(-c3ccccc3C(F)(F)F)[nH]2)cc1C (configuration not stated)
  -2.1 | 7.3
78	O=C(NCC1CCCCC1)c1ccc2nc([C@H]3C[C@H](O)[C@@H](CO)O3)[nH]c2c1
  -12.8 | 1.1
79	CCCNC(=O)c1cc(C2CCCCN2C(=O)c2ccc(OC)cc2)on1 (configuration not stated)
  -3.7 | -1.7
80	CCc1nc2c(OCc3ccc(C(=O)N(C)C)cc3)cccn2c1N(C=O)Cc1ccccc1
  -6.5 | -5.0
81	CCCc1nc2ccc(C)cn2c1Cc1ccc(C)cc1
  -3.8 | 4.6
82	Cc1cc(=O)n2nc(N3CCCC(C(=O)Nc4cccc(C)c4C)C3)sc2n1 (configuration not stated)
  -5.6 | 0.1
83	CCOC(=O)C1=CCC2C(=O)N(Cc3ccccc3)C(=O)C12 (configuration not stated)
  -4.9 | -1.1
84	CC(=O)c1cccc(-c2ccnc3c2CC(C(=O)Nc2ccccc2)O3)c1 (configuration not stated)
  -8.4 | -1.1
85	CCCCCCn1c(=O)n2n(c1=O)C[C@]1(OC(=O)NC3CCCC3)CN(S(=O)(=O)c3ccc(C)cc3)C[C@]1(O)C2
  9.8 | 5.2
86	O=C(Nc1cccc(C(=O)O)c1)/C(=C\c1ccccc1)NC(=O)c1ccco1
  -1.6 | 1.2
87	Cn1c(=O)c2cc(NC(=O)Nc3cccnc3)ccc2n1Cc1cccc(C(F)(F)F)c1
  -11.9 | 0.5
88	Cc1ccccc1/C(=N\S(=O)(=O)c1ccc(Br)cc1)Nc1ccccc1
  1.9 | 5.9
89	CCCCCCn1cc(CN2CC(N3CCN(C)CC3)CS2(=O)=O)nn1 (configuration not stated)
  -6.9 | -6.0
90	O=S1(=O)CCN(C2CC2)CC1
  -3.5 | -2.2
91	CCOc1ccccc1NC(=O)C1C(c2ccccc2)C1(Cl)Cl (configuration not stated)
  -6.4 | -0.3
92	OC(c1ccccc1)C(NCc1ccccc1)c1ccccc1 (configuration not stated)
  4.3 | 4.4
93	COc1ccc(NC(=O)c2ccccc2SCc2ccccc2)cc1
  -7.2 | 3.3
94	CCCCC1CCC(C(=O)N(CCC(C)C)c2c(N)n(CCCC)c(=O)[nH]c2=O)CC1 (configuration not stated)
  -7.7 | -2.6
95	CCCC(=O)N1CCCC1(C)C(=O)Nc1cc(OC)ccc1OC (configuration not stated)
  2.4 | -7.3
96	Cc1cccc(-c2cnc(C(O)c3cc(C)cc(C)c3)[nH]2)c1 (configuration not stated)
  5.7 | -5.7
97	CC1(C(=O)Nc2ccc(Cl)c(C(F)(F)F)c2)Cc2c(-c3ccc4c(c3)OCO4)ccnc2O1 (configuration not stated)
  1.2 | 6.8

High-throughput results from PubChem BioAssay.
